EBV gp42 inh: inhibitors of Epstein-Barr virus glycoprotein 42; Fluorescence polarization binding assay, mP read-out; AID 1085; inhibition, % (tested at 21.74 µM); 220,000 compounds, 0.42% hits; in the data active means inhibition above about 50%
KCC2 mod: modulates chloride dependent transport by human KCC2 | 190,000 compounds, 2.2% hits | AID 1456 | Q9H2X9 | B-score of Tl+ flux slope (higher = more flux/activation; lower = inhibition) at 10 µM | KCC2 cells, thallium flux FluoZin-2 fluorescence;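 active means thallium flux slope and its plate-corrected score both differing from the plate sample mean at a set confidence after two filtering rounds, in either direction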;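 further: slope of fluorescence scaled to starting intensity during 10 to 20 s after thallium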
TbHK1 inh: T. brucei hexokinase 1 inhibition; inhibition, % at 10 µM; recombinant TbHK1, G6PDH-coupled NADH A340; 220,000 compounds, 0.11% hits;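 active means inhibition of 50% or more in the single-dose primary screen; inactive means inhibition below 50%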
Furin inh: human furin inhibition | P09958 | purified furin, fluorogenic substrate cleavage | inhibition, % at 30 µM | 220,000 compounds, 0.061% hits | AID 463115; in the data active means inhibition above about 25%; further: inactives centre near -15
zfTRPN1 agonist: agonists of zebrafish TRPN1 channel. HEK293 zebrafish TRPN1-YFP, Fluo-8 calcium fluorescence; 100% = response to 87 µM carbachol. activation, % at 3 µM. 220,000 compounds, 0.18% hits. AID 1424;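 active means activation above its plate's cutoff, the mean activation of test wells on that plate plus 3 SD, cut at about 19% in these data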;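 further: 0% = DMSO alone and 100% = 87 µM carbachol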
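Control set: carbachol 87 µM as high control, DMSO as low control; system: HEK293 stable line with zebrafish TRPN1-YFP; read-out: % activation versus carbachol response; detection: intracellular calcium fluorescence with Fluo-8; doses: single test compound dose, 3 µM nominal, 0.3% DMSO; schedule: dye 1 h 37 °C plus 30 min RT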
m-calpain inh: inhibitors of pig calpain II; purified calpain II, fluorogenic peptide substrate, 30 min; inhibition, % at 16 µM; 220,000 compounds, 0.37% hits;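 active means inhibition above about 50%, limit read from the data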
PPC-1+TRAIL kill: compounds killing PPC-1 cancer cells with TRAIL present (potentiator screen, no TRAIL-free arm); PPC-1 cells + TRAIL, ATPLite viability luminescence; cell killing (% activity), % at 4 µM; 220,000 compounds, 0.41% hits;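 active means cell killing above 50% in the first pass at 4 µM, then a duplicate retest at 5 µM averaging 50% or more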;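 further: plate controls were cells with TRAIL plus DMSO for no effect and medium-only wells lacking cells for full effect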
TRPML3 ag: activates the human TRPML3 channel | activation, % at 3 µM | AID 1448 | HEK293 TRPML3-YFP, Fluo-8 calcium fluorescence; 100% = the carbachol control signal | 220,000 compounds, 0.29% hits;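 active means activation above its plate's cutoff, the mean activation of the plate's test wells plus 3 SD, cut at about 12% in these data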;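 further: 0% = DMSO only wells and 100% = carbachol wells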
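Test system: TRPML3-YFP stable HEK293 cells. Doses: single point at 3 µM. Incubation: dye loading 1 h 37 °C then 30 min ambient, 125 s read. Signal: Fluo-8 calcium dye fluorescence, ex 470-495, em 515-575 nm. Measure: percent activation from peak-to-basal fluorescence ratio, scaled between DMSO and carbachol.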
thrombin 1536: inhibitors of human thrombin; P00734; alpha-thrombin, Boc-VPR-AMC fluorogenic substrate cleavage; inhibition, % at 5 µM; 220,000 compounds, 0.26% hits;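 active means inhibition at or above 40%; inactive means inhibition below 40%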;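 further: 0% = enzyme with no compound and 100% = wells without enzyme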
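Material: human alpha-thrombin protein. Incubation: reaction at ambient temperature. Technique: fluorescence of released AMC, ex 355 nm, em 460 nm. Control set: no-compound enzyme wells and no-enzyme blanks. Also added: Boc-VPR-AMC substrate, 15 µM final. Buffer or medium: pH 7.5 Tris (50 mM) with NaCl 150 mM, Tween 20 0.05%.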
* hit, by the source's call; i = inactive; · = not tested or not shown; [ ] = remark or other dose. The order is random, and some 3.6% of all compounds hit somewhere here.

SMILES | EBV gp42 inh | KCC2 mod | TbHK1 inh | Furin inh | zfTRPN1 agonist | m-calpain inh | PPC-1+TRAIL kill | TRPML3 ag | thrombin 1536
Cc1ccc2c(c1)N(CC(=O)N1CCCc3ccccc31)C(=O)CO2 | -4 | -0.48 | 7 | -23 | 0.2 | 8 | -1 | 0.3 | 4
Cc1cc(N/N=C/c2cccc(F)c2)nc(NCc2ccccc2)n1 | -4 | 0.32 | -33 | -4 | -0.9 | -20 | 4 | 0.3 | -16
Cc1nc(NC(=O)C2CCCC2)sc1Cc1ccc2c(c1)OCO2 | 8 | -0.39 | 0 | -15 | 0.4 | 1 | -8 | 0.4 | -1
O=C(NC1CCCC1)c1cc(Cl)ccc1[N+](=O)[O-] | 0 | 0.03 | 21 | -14 | 1.6 | 16 | 15 | 0.9 | 1
CC(O)CCC(=O)NCCNC(=O)CCC(C)O (stereo not drawn) | -9 | 0.43 | -7 | -20 | 0.5 | -9 | 9 | 0.9 | 5
CCOC(=O)CSc1nnc(-c2ccoc2C)n1-c1ccc(OCC)cc1 | -15 | · | -3 | -20 | -1.8 | 26 | -2 | 1.9 | -8
CC(C)N1C(=O)CCC1C(=O)NCc1ccccc1Cl (stereo not drawn) | -12 | -1.1 | 2 | -13 | 0.1 | -15 | -4 | 1.0 | -2
O=C(NN=C1CCN(Cc2ccccc2)CC1)C(O)c1ccccc1 (stereo not drawn) | 1 | 0.084 | 25 | -18 | -0.6 | -6 | -1 | 0.4 | -12
Cc1ccccc1N(CC(=O)NC1CCCC1)C(=O)c1csnn1 | 5 | 1.2 | -4 | -7 | -0.4 | 4 | 20 | -0.1 | -4
COc1ccc2c(c1)c(=O)oc1cc(OCC(=O)N3CCCC(C)C3)ccc12 (stereo not drawn) | -21 | · | -1 | -22[20 µM] | -0.4 | i | -3 | 0.6 | -1
O=C(N/N=C/c1ccccc1F)NC1CCCCC1 | -2 | 0.04 | -2 | -14 | -1.6 | 28 | 0 | -0.4 | -5
CCN(CC)S(=O)(=O)c1ccc(C(=O)OCn2c(SC)nnc(C)c2=O)cc1 | -12 | -1.2 | -2 | -17 | -0.2 | -9 | 9 | 1.6 | -8
O=C(NCc1ccco1)c1noc2c1CCCCC2 | -4 | · | 0 | -22[20 µM] | 0.7 | 23 | -4 | 0.7 | 3
O=C1C2CC=CCC2C(=O)N1Cc1ccccc1 (stereo not drawn) | -17 | 0.18 | -3 | -16[20 µM] | -0.3 | -20 | 14 | 0.6 | 6
Cc1ccc(S(=O)(=O)N(Cc2ccc(F)cc2)Cc2ccco2)cc1 | 0 | -2.8 | 6 | -7[20 µM] | -0.8 | 9 | 23 | 10 | -6
N#Cc1c[nH]n2c(=O)cc(Cc3ccccc3)nc12 | 0 | 1.2 | -2 | -25[20 µM] | 1.6 | -15 | -16 | -0.1 | 5
CC1=CN2C(=NC(=O)CC2(C)C(=O)N(CC(=O)NC2CCCC2)c2ccccc2C)C=C1 (stereo not drawn) | -3 | 0.022 | -12 | -20[20 µM] | 0.4 | -399 | 14 | -0.2 | 12
COc1ccccc1CP(=O)(c1ccccc1)c1ccccc1 | 6 | 1.1 | 0 | -11 | 0.3 | 21 | 15 | 0.0 | -5
N#Cc1c(Nc2ccc(Cl)cc2)s[nH]c1=O | -26 | -2 | -11 | -16 | 3.0 | 1 | -1 | 0.3 | -4
O=C(Cn1nc(C(=O)O)c2ccccc2c1=O)NCC1CCCO1 (stereo not drawn) | -10 | 0.83 | 1 | -11 | 2.0 | -3 | 20 | 0.4 | 1

The list goes on; the last four above are carried over.
SMILES | EBV gp42 inh | KCC2 mod | TbHK1 inh | Furin inh | zfTRPN1 agonist | m-calpain inh | PPC-1+TRAIL kill | TRPML3 ag | thrombin 1536
CC1=CN2C(=NC(=O)CC2(C)C(=O)N(CC(=O)NC2CCCC2)c2ccccc2C)C=C1 (stereo not drawn) | -3 | 0.022 | -12 | -20[20 µM] | 0.4 | -399 | 14 | -0.2 | 12
COc1ccccc1CP(=O)(c1ccccc1)c1ccccc1 | 6 | 1.1 | 0 | -11 | 0.3 | 21 | 15 | 0.0 | -5
N#Cc1c(Nc2ccc(Cl)cc2)s[nH]c1=O | -26 | -2 | -11 | -16 | 3.0 | 1 | -1 | 0.3 | -4
O=C(Cn1nc(C(=O)O)c2ccccc2c1=O)NCC1CCCO1 (stereo not drawn) | -10 | 0.83 | 1 | -11 | 2.0 | -3 | 20 | 0.4 | 1
O=C(C1CCC(C(=O)N2CCCC2)CC1)N1CCCC1 (stereo not drawn) | · | -0.58 | -12 | -26[20 µM] | -0.8 | · | · | 1.3 | ·
O=C(Nc1ccc2nc(C3CC3)n(Cc3ccccc3)c(=O)c2c1)C1CC1 | -16 | · | -11 | -14 | 1.3 | -13 | 2 | 0.0 | -2
CCN(CC)CCN1C(=O)C(=O)/C(=C(/O)c2cnn(-c3ccccc3)c2C)C1c1cccs1 (stereo not drawn) | -13 | · | -25 | -15 | 0.2 | -11 | -14 | 0.3 | -4
COc1ccc(O)c(C(=O)c2cnc3c(c2)CN(C)C(=O)N3)c1 | -19 | -0.11 | -10 | -17 | 1.8 | -27 | 6 | 0.8 | -1
COc1cccc(Cn2c(NCc3ccco3)nc3c2c(=O)n(C)c(=O)n3C)c1 | 3 | -2.4 | 6 | -10 | -0.2 | 23 | 2 | -0.2 | 0
O=C(CCN1CCOCC1)c1ccc2c(c1)OCCO2 | -24 | 0.22 | -2 | -8[20 µM] | 0.0 | -13 | 10 | 0.6 | -2
CC1(c2ccccc2)CC(C)(C)N2C(=O)Cc3cccc1c32 (stereo not drawn) | -1 | -0.62 | 3 | -26 | -2.4 | 18 | -4 | -1.1 | 0
O=C(COC(=O)Cc1ccc(Cl)cc1)Nc1ccccc1-c1ccccc1 | -9 | -0.91 | -3 | -14 | -1.4 | 19 | 10 | -0.4 | 8
COc1cc(OC)c(OC)cc1CN1CCCC(C(=O)N2CCCCC2)C1 (stereo not drawn) | -11 | · | 2 | -16 | 0.5 | -20 | 12 | 0.6 | 1
COc1ccccc1NC(=S)N(Cc1ccccc1)Cc1ccccn1 | 10 | -1.6 | 5 | -1 | -1.0 | 18 | 43 | 0.2 | -4
COc1ccc2nc(NC(=O)CC3Oc4ccccc4NC3=O)sc2c1 (stereo not drawn) | -3 | -0.36 | -11 | -23 | -0.7 | -4 | 23 | 0.8 | -1
O=C(CCN1C(=O)c2ccccc2C1=O)OCn1nnc2ccccc2c1=O | 11 | · | 2 | -23 | 1.9 | -13 | 10 | 0.2 | -4
O=C(N/C(=C\c1cccs1)C(=O)N1CCCCCC1)c1ccccc1 | -26 | 0 | -3 | -11[20 µM] | 0.2 | 1 | 8 | 1.1 | 3
Clc1ccc(-c2nnc(SCc3nc4ccccc4[nH]3)o2)c(Cl)c1 | -12 | 1.1 | 2 | -9[20 µM] | -1.0 | -18 | 20 | -0.2 | 2
Cc1ccc2nsnc2c1NC(=O)c1ccccc1[N+](=O)[O-] | 6 | 0.86 | -13 | -23 | -0.9 | -6 | 24 | -0.2 | 1
CN1C(C(=O)NCCc2cccs2)CC2Cn3c(nc4cc5ccccc5cc43)C21 (stereo not drawn) | -13 | -2.8* | -19 | -32 | · | -39 | 22 | · | -1
O=C(NCCCn1ccnc1)C(=O)NCC(c1cccnc1)N1CCN(c2ccc(F)cc2)CC1 (stereo not drawn) | 4 | 1.2 | 2 | -14 | 0.6 | 4 | 7 | 1.4 | -1
CSCCC(NC(=O)c1ccc(Cl)cc1)C(=O)O (stereo not drawn) | -1 | -0.1 | -1 | -37 | 1.9 | -24 | -13 | 1.1 | -2
COC(=O)[C@@H]1C[C@@]2(O)[C@@H](O)[C@@H](O)[C@@H](O)C[C@H]2N1Cc1ccc(C)s1 | 19 | 0.85 | -6 | -29 | · | 25 | 21 | · | -3
ClCC1=Nc2cccc3cccc(c23)N1 | 2 | -7.4e-05 | -40 | -12 | -0.1 | 13 | 21 | 0.2 | -5
CCC(/C=N/NC(=O)c1ccccc1F)CC | -18 | -0.43 | -8 | -36 | 0.7 | -30 | 4 | 0.8 | 10
Cc1cccc(OCCN2C(=O)C(=O)c3cc(C)ccc32)c1 | 1 | 0.13 | 3 | -13 | -0.9 | 35 | · | -0.8 | -14
COc1ccc(C(C(=O)NC2CCCC2)N(CC2CCCO2)C(=O)Cn2nnc(-c3ccc(C)o3)n2)cc1 (stereo not drawn) | -4 | -0.85 | -3 | -16 | -0.8 | 27 | -3 | 0.5 | -9
COc1cccc(NC(=O)N2CCN(c3ccc(C(F)(F)F)cn3)CC2)c1 | 0 | · | 2 | -16 | 2.2 | 9 | 19 | 1.8 | 0
Cc1cccc(Cl)c1NC(=O)N1CCN(c2ccnc3cc(Cl)ccc23)CC1 | -9 | -0.31 | -25 | -8 | 0.3 | -27 | -8 | 0.3 | -4
S=C(NCc1ccc(Cl)cc1)Nc1ccccc1Cl | -13 | 0.4 | 24 | -16 | 1.5 | 3 | 17 | 0.5 | 3
Cc1ccc(C(=O)Nc2cnc3sc(C)nn3c2=O)cc1 | -3 | 0.04 | -7 | -8[20 µM] | 0.8 | -1 | 24 | 0.8 | 0
CCOC(=O)C(C)n1nc(/C=C/c2ccc(OC)cc2)ccc1=O (stereo not drawn) | -4 | · | -33 | -4 | 0.7 | -3 | 14 | -0.6 | -4
Cc1nc2ccccc2nc1OCC(=O)Nc1ccccc1 | -8 | -0.074 | -4 | -13 | 0.1 | -12 | 20 | 0.2 | -8
CC(C)(C)C1=CC(=Nc2ccccc2N)C=C(C(C)(C)C)C1=O | -20 | 0.39 | 34 | -15 | 1.5 | -7 | 7 | 0.9 | -5
CC(C)(Sc1cc(C(C)(C)C)c(O)c(C(C)(C)C)c1)Sc1cc(C(C)(C)C)c(O)c(C(C)(C)C)c1 | 5 | 0.17 | -13 | -18 | 0.9 | 10 | 6 | 1.1 | -3

Two records drawn at random from those above, as already listed:
SMILES | EBV gp42 inh | KCC2 mod | TbHK1 inh | Furin inh | zfTRPN1 agonist | m-calpain inh | PPC-1+TRAIL kill | TRPML3 ag | thrombin 1536
O=C(C1CCC(C(=O)N2CCCC2)CC1)N1CCCC1 (stereo not drawn) | · | -0.58 | -12 | -26[20 µM] | -0.8 | · | · | 1.3 | ·
COc1ccccc1CP(=O)(c1ccccc1)c1ccccc1 | 6 | 1.1 | 0 | -11 | 0.3 | 21 | 15 | 0.0 | -5

Screening results from PubChem.
